Tat export inh – E. coli Tat transport inhibition | E. coli MC4100 TorA-mCherry Tat export, fluorescence | inhibition, % at 10 µM | 340,000 tested, 0.036% active | AID 488895;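 active = mean replicate inhibition at least 50% and at least half of replicates individually reaching 50%; inconclusive = only one of the two criteria met; inactive = neither criterion met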;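 also: exported cargo escapes ClpAP degradation while cytoplasmic cargo is degraded and loses fluorescence; 0% = median of neutral control wells and 100% = median of NaSCN control wells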
CAL PDZ FP-1 – inhibitors of human CAL PDZ peptide binding; Q9HD26; purified CAL PDZ, TMR-peptide fluorescence polarization, 1 h; inhibition, % at 24.9 µM; 300,000 tested, 0.92% active; AID 602252;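 active = mean inhibition of at least 30% with at least half of replicates also reaching 30%; inconclusive = no clear call, values can overlap the other calls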;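 also: 0% = DMSO neutral control and 100% = excess unlabeled competitor peptide PRC23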
RTF Ca sens act – increases calcium sensitivity of human cardiac regulated thin filaments; IANBD-labeled TnC RTF fluorescence at EC20 calcium; 0% EC20 calcium, 100% full calcium; activation, % at 7.2 µM; 340,000 tested, 0.24% active; AID 493008;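 active = activation above the mean over all tested compounds plus 3 SD, cut at about 30% in these data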;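 also: rise in fluorescence read as greater calcium sensitivity of cardiac thin filaments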
dFosB activator – mouse delta FosB homodimer activation. 340,000 tested, 0.99% active. purified delta FosB, TAMRA-CDK5 oligo fluorescence polarization; percent of positive-control signal above neutral wells. P13346. activation, % at 25 µM;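 active = mean activation above about 17%, with every replicate also reaching it, limit read from the data, passing the limit was not always enough; inconclusive = only one of the two conditions met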;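 also: fluorescence polarization rise as delta FosB binds a TAMRA Cdk5 AP-1 oligo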
Rtt109 Vps75 – inhibitors of Candida albicans Rtt109/Vps75 histone acetyltransferase; Q5AAJ8; inhibition, % at 34.9 µM; AID 540336; purified Rtt109/Vps75, ThioGlo CoA-SH fluorescence, 4 h; 330,000 tested, 0.16% active;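 active = inhibition of at least 50% in every replicate; inconclusive = best replicate reaches 50% inhibition but some replicates fall short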
Target sequence (Q5AAJ8 whole entry, looked up): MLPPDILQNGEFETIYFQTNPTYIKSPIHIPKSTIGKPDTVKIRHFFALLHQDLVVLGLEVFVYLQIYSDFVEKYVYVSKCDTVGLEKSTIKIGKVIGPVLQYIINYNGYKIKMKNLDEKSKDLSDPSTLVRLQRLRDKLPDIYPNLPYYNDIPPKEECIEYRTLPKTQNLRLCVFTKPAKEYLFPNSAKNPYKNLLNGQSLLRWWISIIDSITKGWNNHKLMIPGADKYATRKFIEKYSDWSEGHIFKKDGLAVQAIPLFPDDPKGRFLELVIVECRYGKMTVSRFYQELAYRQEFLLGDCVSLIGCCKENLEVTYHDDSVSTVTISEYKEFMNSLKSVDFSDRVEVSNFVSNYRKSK
Wnt bcat act – Wnt/beta-catenin pathway activation. Wnt/beta-catenin reporter cell assay, activator, plate reader. activation, % at 9.35 µM. 300,000 tested, 1.2% active. AID 743398; in the data active = activation above about 30%, passing the limit was not always enough; inconclusive = no clear call, values can overlap the other calls;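 also: 0% = neutral control wells and 100% = positive control wells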
CDK5 inh – CDK5/p35 (human) kinase inhibition. Q00535+Q15078. Recombinant CDK5/p35, ADP-Glo luminescence, 60 min. inhibition, % at 10 µM. 330,000 tested, 0.01% active;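 active = highest replicate inhibition of at least 50% and at least 75% of replicates reaching 50%; inconclusive = only one of the two criteria met; inactive = both criteria failed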;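 also: plate controls were DMSO neutral control for no effect and GW8510 at 10 µM for full effect; many of its hits are not listed in these tables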
Target sequence (Q00535 whole entry, looked up): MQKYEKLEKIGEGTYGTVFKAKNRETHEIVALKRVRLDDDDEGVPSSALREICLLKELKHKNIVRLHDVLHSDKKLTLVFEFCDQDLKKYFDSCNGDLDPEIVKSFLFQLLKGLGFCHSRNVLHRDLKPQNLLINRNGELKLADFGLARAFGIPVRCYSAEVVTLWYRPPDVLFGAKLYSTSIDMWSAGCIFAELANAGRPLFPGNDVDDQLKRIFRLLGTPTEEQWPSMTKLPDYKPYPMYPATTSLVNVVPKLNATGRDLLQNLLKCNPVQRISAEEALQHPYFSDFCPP
Target sequence (Q15078 whole entry, looked up): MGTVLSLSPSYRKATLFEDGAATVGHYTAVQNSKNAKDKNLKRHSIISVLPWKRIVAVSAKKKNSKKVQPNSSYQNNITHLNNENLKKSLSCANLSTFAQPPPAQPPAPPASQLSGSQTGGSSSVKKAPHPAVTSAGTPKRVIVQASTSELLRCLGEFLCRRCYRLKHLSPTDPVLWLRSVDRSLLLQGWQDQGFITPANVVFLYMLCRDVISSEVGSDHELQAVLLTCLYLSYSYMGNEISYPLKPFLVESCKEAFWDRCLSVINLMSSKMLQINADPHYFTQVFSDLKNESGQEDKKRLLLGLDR
MITF act – increases MITF-driven TRPM1 promoter luciferase signal. SK-MEL-5 TRPM1-promoter luciferase, 24 h; % of positive control, neutral wells = 0. AID 588334. 300,000 tested, 0.75% active. activation, % at 12.5 µM;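 active = mean activation of at least 80% with every replicate also reaching 80%; inconclusive = mean reaches 80% but some replicate falls short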;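 also: 0% = neutral control wells and 100% = parthenolide positive control wells; values of inactives mirror those of a sister screen read the other way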
V-ATPase pH – yeast V-ATPase proton transport regulation by pHLuorin. S. cerevisiae, pHLuorin cytosolic pH fluorescence. response, % at 10 µM. 350,000 tested, 0.37% active. AID 504577; in the data active = response mostly above about 7.3%, no sharp cut-off; inactive = mostly below about 5.4%; also: actives read high; inactives centre near 0; some compounds called inactive have numbers as strong as hits
CAL PDZ FP-2 – blocks peptide binding to human CAL PDZ domain. Q9HD26. purified CAL PDZ, TMR-peptide fluorescence polarization, 1 h. inhibition, % at 20 µM. 330,000 tested, 0.02% active. AID 504414;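 active = highest replicate inhibition of at least 40%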;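 also: plate controls were DMSO neutral control wells for no effect and unlabeled competitor peptide control wells for full effect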
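Control set: unlabelled peptide and DMSO controls / Material: purified CerCALP PDZ construct / Timing: 1 h incubation at room temperature before polarization reading / Doses: 20 µM, one dose / Detection: fluorescence polarization (mP)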
* hit, by the source's call; ? = inconclusive; / = not tested or not shown; + = active, no number; & = joins results of further samples; ! = not active in a repeat.

Tat export inh,CAL PDZ FP-1,RTF Ca sens act,dFosB activator,Rtt109 Vps75,Wnt bcat act,CDK5 inh,MITF act,V-ATPase pH,CAL PDZ FP-2,smiles
2,-21,2,-9,-9,/,-1.5,29,2,-1.3,Cc1cc(C)n(-c2cc(C(C)(C)C)nc3c(-c4ccc(Cl)cc4)cnn23)n1
3,11,2,-6,-1,4,-1.5,-18,0,-2.3,COc1ccccc1NS(=O)(=O)c1ccc(O)c(C(=O)OCC(=O)N2c3ccccc3CC2C)c1 (stereo not given)
-4,/,3,-5,-14,/,-5.6,3,-1,-1.3,O=C(COc1ccccc1)N(Cc1ccccc1)c1nc(-c2ccccc2)cs1
3,-3,-4,-12,6,-5,2.0,-1,-1,0.3,CC(C)(C)NC(=O)C(c1ccco1)N(Cc1ccc2c(c1)OCO2)C(=O)c1snc(C(N)=O)c1N (stereo not given)
3,2,5,0,-4,-3,-3.6,3,6,1.4,NNC(=O)CCc1ccc(S(=O)(=O)N2CCOCC2)cc1
-6,-4,4,-1,-1,3,-0.7,4,-2,-0.8,C=C1c2ccccc2S(=O)(=O)N(Cc2ccccc2)C1COCc1ccccc1 (stereo not given)
-13,/,6,-6,-14,-2,-1.0,-8,3,-0.5,COC(C(=O)Nc1ccc(NC(=O)C(OC)c2ccccc2)cc1)c1ccccc1 (stereo not given)
-15,-2,-2,-2,-5,1,-2.1,11,-5,-1.7,COc1ccccc1CNC(=O)C(=O)NCC1OCCN1S(=O)(=O)c1ccccc1 (stereo not given)
6,/,6,1,-14,-2,-9.4,/,2,-0.6,COc1ccc(CCNc2ncnc3nc[nH]c23)cc1OC
-17,-6,5,-2,-1,/,0.7,3,9,-1.0,O=C(OCC(=O)N1CCN(C(=O)c2ccco2)CC1)c1cn(-c2ccccc2)nc1-c1ccccc1
0,-6,/,-5,3,7,-0.1,/,0,-0.2,COc1ccc(Nc2cc(=O)n(-c3ccccc3)c3c2c(=O)n(C)c(=O)n3C)cc1
-5,-3,6,-11,-1,/,-0.6,7,3,-0.3,CCOC(=O)C(Cc1ccccc1)C(=O)Nc1cccc2ccccc12 (stereo not given)
1&-2,1&-2,+,33*!,-367,-9&-24,2.1&4.4,-64&-76,-51&-48,8.4&14,C[n+]1c2cc(N)ccc2cc2ccc(N)cc21
-2,-1,-2,-1,0,-6,0.5,-5,-2,-0.8,Cn1c(=O)c2c(nc(NCc3ccco3)n2Cc2ccc(Cl)cc2Cl)n(C)c1=O
0,-6,-2,0,-2,-1,0.6,-1,2,-0.3,Cc1ccc(N2CC(=O)N(NC(=O)CN3CCN(c4ccccc4)CC3)CC2=O)cc1
-4,-1,0,-5,/,-2,1.6,21,3,-2.7,CCn1c(SCC(N)=O)nc2ccccc2c1=O
1,-1,-4,-11,0,-3,0.8,-4,-1,-1.7,CC(C)CN(C(=O)CCC(=O)OC(C)C(=O)Nc1cccc(C#N)c1)c1c(N)n(CC(C)C)c(=O)[nH]c1=O (stereo not given)
0,-2,-1,-11,0,/,-0.8,-11,0,-1.9,O=C(c1cc2sccc2n1Cc1ccccc1)N1CCN(c2nc3ccccc3s2)CC1
-8,2,3,-3,/,0,1.1,17,2,-1.5,CC(Sc1nnc(NC2CC2)s1)C(=O)Nc1ccc(N2CCOCC2)cc1 (stereo not given)
9,1,-5,65*,5,-6,-0.1,-5,3,-1.1,Cc1cc(OCC(=O)Nc2ccc(N3CCCC3)cc2)cc(C)c1Cl
-5,-2,3,1,7,4,1.0,/,1,0.6,CSc1ccc(Cl)c(C(=O)OCC(=O)NCC(C)C)c1
-6,-2,-5,-1,3,-3,1.3,/,2,-0.8,CC(=O)C1(O)CCC2C3CC(C)C4=CC(=O)C=CC4(C)C3(F)C(O)CC21C (stereo not given)
0,/,-1,-5,0,-1,-1.6,-1,3,-4.4,O=c1[nH]c(C(F)(F)F)nc2ccc3ccccc3c12
-2,/,-2,-14,-2,-19,1.5,-11,-4,0.1,CCN(c1ccccc1)S(=O)(=O)c1ccc(Cl)c(NC(=O)CN(C)Cc2cccc(F)c2)c1
16,-1,5,2,4,-3,-1.3,/,0,-0.7,CC1CCCN(C(=O)CCS(=O)(=O)c2cc3c(cc2Cl)NC(=O)CO3)C1 (stereo not given)
4,/,-6,4,2,/,-1.0,-24,-3,-0.2,CN1c2ccccc2N(C)C1c1c(O)ccc2ccccc12
-4,-1,5,-2,-6,-9,0.3,9,2,-2.5,CC(C)(C)C(=O)Nc1cc(NC(=O)C(C)(C)C)cc(C(=O)Nc2cc(C(=O)O)cc(C(=O)O)c2)c1
3,-6,3,-3,4,/,-2.1,2,-4,0.1,CCn1c(=O)n(CC)c2cc(S(=O)(=O)NCCOc3ccccc3)c(C)cc21
-6,-2,-5,5,9,/,0.5,3,-3,0.3,O=C(CSc1ncnc2c1cnn2-c1ccc(F)cc1)NCc1ccc2c(c1)OCO2
11,-3,2,-15,-3,-1,-3.2,9,1,-3.5,COC(=O)c1ccccc1NC(=O)CSc1nc2cccnc2n1C
-3,0,2,-6,4,2,-1.1,-1,3,-1.0,O=C(Cc1ccc(F)cc1)NC(Cc1c[nH]c2ccccc12)C(=O)O (stereo not given)
-5,-2,-4,-5,2,3,-0.8,-3,-4,-0.4,O=C(c1cc2c(ccc3ccccc32)o1)N1CCN(c2ncc(C(F)(F)F)cc2Cl)CC1
-13,2,5,-14,0,/,-1.1,-6,-2,-1.2,Cc1nc(SCC(=O)N(C)C2CCCCC2)[nH]c(=O)c1Cc1ccccc1
3,-2,-5,-4,4,2,-0.2,-31,-4,-0.1,COc1ccc2c(c1)[C@H]1[C@H](CO2)[C@H](c2ccccc2)[C@]2(C)C(=O)Nc3ccc(Br)cc3C(=O)N12
3,0,4,-16,-1,0,1.8,-17,7,/,Cc1ccc(CSCC(=O)N2CCN(Cc3ccc4c(c3)OCO4)CC2)cc1
-5,-5,0,-14,1,1,0.1,0,-1,-0.4,C=CCNC(=S)NNC(=O)c1ccc(=O)n(Cc2ccc(Cl)cc2Cl)c1
2,-3,-8,-10,6,0,0.8,0,-2,-0.2,Cc1cc(C)n(-c2ccc(NC(=O)C3CCN(Cc4ccc(C)o4)CC3)cc2)n1
-3,0,-4,-12,10,/,-0.9,13,3,0.3,COC(=O)C1=C(C(=O)c2ccccc2)C(c2ccc(O)c(OC)c2)n2nnnc2N1 (stereo not given)
-2,-11,-1,-11,2,-1,0.4,9,2,-0.7,Cc1ccc(CN(C)C(=O)c2cc(Br)c(Br)s2)o1
-3,-4,7,-5,-17,-3,-0.4,12,-3,-2.1,CC(NCC(O)COCc1ccc(Cl)cc1)c1ccccc1 (stereo not given)
-12,0,-2,7,2,-2,-0.9,1,-4,-1.3,O=C(O)Cc1csc2ccccc12
1,38*,0,25*,?,-2,0.2,-89,6,-1.8,N=c1n(CC(=O)c2ccc(Br)s2)c2ccccc2n1Cc1ccccc1
-2,-3,-11,-25,28,-1,-1.7,5,-3,0.7,COc1ccc(C(C(=O)NC(C)(C)C)N(Cc2ccc(F)cc2)C(=O)CCC(=O)Nc2cc(C)on2)cc1 (stereo not given)
3,-3,-6,0,6,1,-1.4,12,-2,0.2,CN1CCN(C(=O)c2cc(COc3c(F)cccc3F)on2)CC1c1ccccc1 (stereo not given)
-2,2,6,-8,-3,10,0.2,5,-2,-1.4,O=C(NC1CC2CCC1C2)c1ccc(CN2CCOCC2)cc1 (stereo not given)
-7,/,-1,-6,-17,-1,-1.4,/,1,-0.1,COc1ccc(CC(=O)Nc2ccc(S(=O)(=O)Nc3ncccn3)cc2)cc1
-14,/,-4,0,-1,0,-0.6,2,-2,-0.4,Cc1ccc(S(=O)(=O)NC(CC(=O)O)c2ccco2)cc1 (stereo not given)
-2,/,5,-7,-4,0,0.7,-2,2,0.0,CCN(c1ccccc1)S(=O)(=O)c1cc(C(=O)OC2CCOC2=O)ccc1C (stereo not given)
3,6,9,-7,3,-1,-1.6,-7,4,-0.7,CN(NS(=O)(=O)c1ccc(Cl)cc1)c1ncc(C(F)(F)F)cc1Cl
6,20,5,-3,11,-3,/,-12,-3,-2.1,O=C1CC(=O)N(c2cccc(F)c2)N1
-7,-5,-1,2,2,-3,1.1,-1,5,-0.7,CCCCC1NC(C(=O)O)CS1 (stereo not given)
7,-2,7,-9,-2,0,0.1,0,-2,0.3,O=S1(=O)CC(O)C(N=Nc2c(O)n(Cc3ccccc3)c3ccccc23)C1 (stereo not given)
7,-7,0,-6,-2,-1,0.6,3,0,0.1,COc1ccc(OC)c(S(=O)(=O)N2CCCC2C(=O)NC(C)c2ccccc2)c1 (stereo not given)
-6,/,5,3,-8,-7,-0.1,4,2,-0.2,Cc1cc2cc(CNC(=S)Nc3ccc(OC(F)(F)F)cc3)ccc2[nH]1
3,/,9,1,1,1,-2.5,0,1,-0.3,CCOC(=O)N1CCN(C(=O)c2cc3c(s2)-c2ccccc2OC3)CC1
5,-1,0,1,0,-2,-2.5,-7,2,-1.6,COc1cccc(C(=O)NCCS(=O)(=O)NCCc2ccc(OC)c(OC)c2)c1

Other entries:
Tat export inh,CAL PDZ FP-1,RTF Ca sens act,dFosB activator,Rtt109 Vps75,Wnt bcat act,CDK5 inh,MITF act,V-ATPase pH,CAL PDZ FP-2,smiles
2,-1,8,-7,/,0,0.2,/,6,-1.3,Cc1noc(C)c1C(=O)NNc1cc(Cl)ccc1Cl
-11,-2,-6,0,7,-3,1.7,7,4,-1.3,Cc1ccc(N2C(=O)NC(NC(=O)C(C)(C)C)(C(F)(F)F)C2=O)cc1 (stereo not given)
-1,-3,0,-5,11,1,-0.2,-4,1,-0.4,C#CCOCCOCCOCCNc1nc(N2CCN(C(=O)[C@H]([C@@H](C)CC)n3cc(CCCCN)nn3)CC2)nc(N2CCN(C(=O)[C@H](C)n3cc(CCC(=O)O)nn3)CC2)n1
-3,-7,-1,-5,0,1,-0.5,-3,2,-1.5,Cc1ccc(S(=O)(=O)NCC(=O)N(CC(=O)NCC2CCCO2)c2cccc(F)c2)cc1 (stereo not given)
5,/,2,0,-2,5,-3.3,/,-1,-0.5,CNC(=O)CC1C(=O)N(C)C(=S)N1NC(=O)c1ccccc1 (stereo not given)
1,-4,-4,4,-13,-6,-0.2,-6,-4,-3.1,O=C(Nc1nc(-c2cccs2)cs1)c1cccc(S(=O)(=O)N2CCCCC2)c1
2,-1,4,-5,3,-1,-0.9,-6,-1,-0.1,Cc1cccc(C)c1NC(=S)N1CCC(c2ccccc2)C1 (stereo not given)
4,-2,2,-6,-3,-2,-7.6,-13,4,-0.3,CSc1nc2ccccc2c(=O)n1Cc1ccc(F)cc1
0,/,-2,-4,0,-1,2.1,-2,-2,-1.4,COc1cc(NC(=O)c2cc(-c3ccccc3)on2)cc(OC)c1OC

Screening data as filed in PubChem.
